Source: PubChem (The Scripps Research Institute Molecular Screening Center)
PRMT1 inh: inhibitors of human PRMT1. 1.3% of 370,000 active. recombinant PRMT1, activity-based probe fluorescence polarization. Q99873. inhibition, % at 2.79 µM;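 active = inhibition above about 21% made by adding two undisclosed values, limit read from the data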
PG9 Ab binder: PG9 antibody binding by small molecule; inhibition, % at 6.7 µM; TR-FRET gp120-PG9 antibody binding; 0.43% of 360,000 active; in the data active = inhibition above about 8.5%
LEDGF integ inh: blocks HIV-1 LEDGF/p75-dependent DNA integration; 0.64% of 370,000 active; inhibition, % at 3.7 µM; AID 743269; TR-FRET IN-LEDGF/p75 DNA integration, Eu/Cy5;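 active = inhibition above the screen-wide mean plus 3 SD, cut at about 13% in these data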;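 note: signal is the Cy5 over europium emission ratio at 671 and 618 nm; 0% = plate median of compound wells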
TDP2 absorb: blocks human TDP2 phosphodiesterase activity; O95551; 0.34% of 370,000 active; recombinant TDP2, T5PNP hydrolysis, p-nitrophenol absorbance 415 nm; AID 720702; inhibition, % at 12.8 µM;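 active = inhibition above the mean of all tested compounds plus 3 SD, set per campaign, cut at about 25% in these data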;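 note: 0% = DMSO with enzyme and 100% = buffer with substrate but no TDP2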
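Evaluation: % inhibition relative to enzyme-containing and enzyme-free wells. Material: recombinant human TDP2. Benchmarks: enzyme-free and DMSO wells. Timing: enzyme reaction with compound for 2 h at 37 °C. Compound dosing: 12.8 µM only. Measured by: p-Nitrophenol epi absorbance. Reagent: T5PNP substrate at 5 mM, a TopII-DNA adduct mimic. Replication: single well per compound.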
mABHD4 FP: ABHD4 (mouse) inhibition, primary FP screen. inhibition, % at 8.92 µM. purified mABHD4, FP-Rh probe fluorescence polarization. Q8VD66. 0.54% of 370,000 active. AID 720543;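 active = inhibition exceeding the mean over every tested compound plus 3 SD, cut at about 30% in these data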;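 note: 0% = plate median of compound wells and 100% = S159A mutant with DMSO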
Target sequence (Q8VD66 whole entry, looked up): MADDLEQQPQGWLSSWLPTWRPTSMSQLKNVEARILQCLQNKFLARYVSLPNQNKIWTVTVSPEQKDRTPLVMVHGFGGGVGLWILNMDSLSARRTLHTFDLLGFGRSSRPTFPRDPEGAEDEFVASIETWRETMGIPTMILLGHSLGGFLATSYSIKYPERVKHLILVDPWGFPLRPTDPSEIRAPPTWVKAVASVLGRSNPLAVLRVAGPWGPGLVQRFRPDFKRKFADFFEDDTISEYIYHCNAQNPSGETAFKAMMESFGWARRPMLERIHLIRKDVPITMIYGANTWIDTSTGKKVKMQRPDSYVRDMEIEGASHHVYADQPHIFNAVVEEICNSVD
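Assay system: mABHD4 protein; medium: HEPES pH 7.0, NaCl, Pluronic buffer; dosing: 8.92 µM, single dose; schedule: 45 min + 60 min at 25 °C; signal: FP readout, ex 525 nm / em 598 nm; read-out: normalized percent inhibition of probe labeling; repeats: single replicate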
HTRA1 inh: blocks human HTRA1 serine peptidase. recombinant HTRA1, FP-rhodamine activity-based probe, fluorescence polarization. AID 504803. 0.5% of 340,000 active. inhibition, % at 5.96 µM; in the data active = inhibition above about 36%;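 note: 0% = enzyme with DMSO and 100% = wells lacking enzyme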
UHRF1 MBD2 ctr: blocks human UHRF1 binding to methylated DNA | Q96T88 | UHRF1 binding to methylated oligo, TR-FRET | inhibition, % at 4.4 µM | 0.75% of 370,000 active | AID 687016; in the data active = inhibition above about 21%;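 note: UHRF1 SRA domain binding a hemimethylated CpG hairpin DNA probe; 0% = median of test compound wells and 100% = reference inhibitor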
DDE Tn7 FP inh: disrupts Tn7 cyclic peptide binding to fibrin D-Dimer-E complex. P02675. inhibition, % at 8.3 µM. FP displacement of FITC-Tn7 peptide from fibrin DD(E); 0% = median of compound wells per plate. 0.13% of 370,000 active;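 active = inhibition above the mean of compounds falling within the control limits plus 3 SD of them, cut at about 14% in these data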;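 note: 0% = plate median of compound wells and 100% = 10 µM Aha-Tn7 peptide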
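system = human fibrin DD(E) protein | quantity = DD(E) 2 µM final | medium = Tris/NaCl/CaCl2 buffer, pH 7.8 | also added = labelled Tn7 tracer, 0.1 µM | compound dosing = single point at 8.3 µM | timing = compound with protein 10 min, then 3 h after probe, room temperature | signal = FP measurement | benchmarks = Aha-Tn7 high control | repeats = one replicate per compound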
TCR CD3 inh: inhibitors of human TCR-CD3 interaction; inhibition, % at 9.4 µM; 0.37% of 360,000 active; AID 651800; TAMRA-labeled TCR probe fluorescence, biochemical; in the data active = inhibition above about 19%;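 note: recombinant mutant TCR 2C K166C tagged with TAMRA read by polarization; 0% = receptor in buffer alone and 100% = receptor with positive control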
SIAE primary: blocks human sialic acid acetylesterase; inhibition, % at 9.66 µM; SIAE FP-Rh probe binding, fluorescence polarization; Q9HAT2; 0.69% of 370,000 active; AID 1053197;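 active = inhibition above a cutoff: mean of compounds within the control limits plus 3 SD of those, cut at about 17% in these data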;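 note: 0% = plate median of compound wells and 100% = probe without SIAE protein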
Target sequence (Q9HAT2 whole entry, looked up): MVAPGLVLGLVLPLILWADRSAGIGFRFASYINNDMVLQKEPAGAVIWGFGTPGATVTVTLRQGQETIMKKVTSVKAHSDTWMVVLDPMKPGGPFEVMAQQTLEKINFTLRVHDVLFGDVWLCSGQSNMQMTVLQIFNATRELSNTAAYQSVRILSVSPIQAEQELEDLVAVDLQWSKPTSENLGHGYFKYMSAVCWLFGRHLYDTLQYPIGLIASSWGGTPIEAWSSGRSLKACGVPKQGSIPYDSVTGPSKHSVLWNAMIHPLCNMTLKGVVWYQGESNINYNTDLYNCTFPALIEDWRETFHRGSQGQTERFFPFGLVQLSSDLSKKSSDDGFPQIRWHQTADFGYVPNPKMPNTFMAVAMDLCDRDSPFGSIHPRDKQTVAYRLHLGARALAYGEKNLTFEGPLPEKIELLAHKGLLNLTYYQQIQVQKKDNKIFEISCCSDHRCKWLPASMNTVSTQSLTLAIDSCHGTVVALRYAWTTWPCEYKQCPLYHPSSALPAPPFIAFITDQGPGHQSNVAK
* = called active by the depositor; / = no result given.

SMILES	PRMT1 inh	PG9 Ab binder	LEDGF integ inh	TDP2 absorb	mABHD4 FP	HTRA1 inh	UHRF1 MBD2 ctr	DDE Tn7 FP inh	TCR CD3 inh	SIAE primary
COc1ccc(NC(=O)CSc2nc3ccccc3nc2N2CCOCC2)c(OC)c1	-4.5	-2.0	1.0	-2.1	-24.2	-8.8	-2.3	1.8	9.1	16.9
Cc1ccc2nc(-c3cccc(N)c3)oc2c1	-0.3	0.0	0.0	12.9	3.1	4.4	1.6	1.8	-4.1	-4.2
CC1(c2nnnn2-c2ccc3c(c2)OCCO3)CCC(=O)N1Cc1cccnc1 (stereo not given)	1.1	0.3	1.1	2.3	0.9	/	0.2	1.7	4.4	4.5
O=C(c1cc2ccccc2o1)N1CCN(C/C=C/c2ccccc2)CC1	3.1	-2.8	-1.9	-20.5	-16.3	-15.3	4.0	-2.5	-8.1	-3.0
Cc1ccc(C2=NOC(C)(c3nnc(Cc4ccccc4)o3)C2)cc1 (stereo not given)	0.1	0.1	2.1	-10.0	5.7	-2.7	2.4	-5.2	-1.5	-3.4
O=C(Cc1ccsc1)NCc1ccccc1F	-3.2	1.6	2.7	7.0	-2.3	-2.6	2.2	-12.2	-4.7	-3.4
CCCNC(=O)C[C@H]1CC[C@H]2[C@@H](COc3ccc(NC(=O)Nc4ccc(C#N)cc4)cc3C(=O)N2C)O1	2.2	/	4.0	-7.0	11.3	/	7.8	-7.6	/	-1.3
CCOc1ccc(N(C(=O)/C=C/C(=O)Nc2cc(C)on2)C(C(=O)NC2CCCC2)c2ccccc2C)cc1 (stereo not given)	-2.2	0.4	8.7	6.7	-0.7	-6.5	-2.9	5.0	2.6	-10.6
NC(=S)N/N=C/c1ccccc1	2.7	-2.0	0.2	7.2	6.8	5.5	-4.8	-2.1	1.1	6.2
CCOC(=O)C1(CCOC)CCN(Cc2nc(C(C)C)cs2)CC1	5.2	1.9	-3.5	-4.0	0.8	2.1	5.5	5.7	-2.6	-3.0
CCOc1ccc(NC(=O)CSc2nc3cccnc3n2CCOC)cc1	-0.7	-0.9	1.5	-17.3	-0.6	1.3	0.5	-10.5	-4.3	-0.2
CCOC(=O)N1CCC(NC(=O)C2CCN(C(=O)N3CCOc4ccccc43)CC2)CC1	5.8	1.9	-2.6	-13.7	-10.4	-13.5	5.9	3.1	3.8	-3.3
CNC[C@H]1OCCCC[C@H](C)Oc2ccc(NC(=O)CCCN(C)C)cc2C(=O)N([C@H](C)CO)C[C@@H]1C	-1.9	-0.5	-2.4	7.0	-1.6	2.6	-1.4	0.2	-9.2	6.0
N#Cc1ccc(CN2C=NS(=O)(=O)c3ccccc32)cc1	-0.4	-0.2	2.0	5.0	0.1	8.3	0.2	-5.7	5.5	-0.6
Cc1ccc(NC2=NCCCCC2)cc1C	-3.3	0.9	1.2	-1.3	1.2	4.5	-0.3	3.2	4.0	-5.2
CCCC1(c2ccccc2)NC(=O)N(CC(=O)Nc2cc(C)on2)C1=O (stereo not given)	-0.7	0.1	-3.1	-2.9	0.0	-12.8	2.3	-3.3	-6.2	-7.7
COC(=O)c1cn(CC(=O)Nc2ccc(F)cc2)c2ccccc12	-5.1	2.1	3.4	-6.2	-6.4	-11.3	-0.4	-1.4	0.5	-4.7
CCCCOP(=O)(c1ccc(N(C)C)cc1)C(O)c1cc(OC)ccc1OC (stereo not given)	0.0	0.0	-5.1	-2.4	10.5	3.2	2.8	-2.0	0.4	4.2
COc1cc(Cl)ccc1OCc1cc(C(=O)N2CC[C@@H]3CCCC[C@H]3C2)no1	-1.0	0.8	-0.2	-7.1	-3.6	-22.7	4.7	1.4	9.8	-3.6
C=CC(=O)N1c2ccccc2Sc2ccc(NC(=O)OCC)cc21	-0.8	1.5	0.3	-3.6	-12.3	-32.0	-1.6	-5.3	-1.2	-3.3
Cn1cccc1CC(=O)NNC(=S)Nc1ccc(Cl)cc1Cl	1.0	-0.4	-0.7	10.8	8.2	1.4	-2.5	0.4	3.9	2.5
CCC(C(=O)N1CCN(C(=O)c2ccco2)CC1)n1sc2ccccc2c1=O (stereo not given)	0.8	-1.6	-6.8	-9.7	-1.3	2.5	0.9	-3.3	-11.9	5.3
CNc1cc(C)nc(N2CCOCC2)n1	-0.4	-0.1	3.7	-2.5	5.1	2.6	-1.1	0.7	-6.6	-1.3
CCCCOCC1CC(CC#CCN2CCCCC2)C(=O)O1 (stereo not given)	-0.1	-2.1	1.2	-4.6	19.9	3.2	4.5	-1.7	5.5	3.7
CN(Cc1ccc(F)cc1)C(=O)c1ccc(NS(=O)(=O)c2ccccc2)cc1	-0.7	0.7	0.7	23.9	-3.0	1.9	-3.0	0.2	6.0	3.7

The closing 2 entries of the part before lead into the next:
SMILES	PRMT1 inh	PG9 Ab binder	LEDGF integ inh	TDP2 absorb	mABHD4 FP	HTRA1 inh	UHRF1 MBD2 ctr	DDE Tn7 FP inh	TCR CD3 inh	SIAE primary
CCCCOCC1CC(CC#CCN2CCCCC2)C(=O)O1 (stereo not given)	-0.1	-2.1	1.2	-4.6	19.9	3.2	4.5	-1.7	5.5	3.7
CN(Cc1ccc(F)cc1)C(=O)c1ccc(NS(=O)(=O)c2ccccc2)cc1	-0.7	0.7	0.7	23.9	-3.0	1.9	-3.0	0.2	6.0	3.7
Cc1ccc(S(=O)(=O)CCC(=O)Nc2ccccc2N2CCCC2)cc1	-1.4	-2.0	2.2	4.3	-1.4	-1.2	0.7	2.4	11.6	10.9
Cc1cc(C)n2c(Nc3c(C)cccc3C)c(-c3ccccn3)nc2n1	-0.3	-1.2	-1.7	13.2	16.2	/	-2.2	6.1	-1.2	7.1
Cc1ccc2c(c1)N(CC(=O)NCC1CCCO1)C(=O)C(C)O2 (stereo not given)	-0.7	0.8	1.1	-6.7	-0.5	-1.1	-0.6	-7.1	6.5	2.2
O=c1oc2cc(O)c(Cl)cc2c2ccccc12	1.7	66.5*	-10.1	-5.1	8.0	4.3	2.2	2.5	5.5	1.1
CCOC(=O)c1sc(NC(=O)C2CC(=O)N(c3ccccc3C)C2)nc1C (stereo not given)	-1.4	-1.4	-1.4	-14.9	-3.1	0.8	-0.8	-8.0	1.2	9.9
O=C1NC(=O)N(Cc2ccccc2)CC1Br (stereo not given)	2.9	-1.9	-3.2	7.0	2.7	8.8	0.0	3.1	3.5	4.1
O=C(c1cccc(F)c1)N1CCN(C(=O)C(c2ccccc2)c2ccccc2)CC1	-8.7	-1.4	1.1	3.4	5.7	-6.4	-2.4	-0.1	-0.7	4.0
CCCCN(C(=O)c1cc(Cl)nc2ccccc12)c1c(N)n(CCCC)c(=O)[nH]c1=O	-3.0	0.3	-2.8	8.7	2.8	-3.4	-0.6	5.0	3.5	-0.7
C=CCOc1c(Cl)cc(/C=N/O)cc1OC	-1.9	-0.1	0.3	-21.6	-13.8	1.9	6.2	-7.1	-5.9	-0.7
O=S(=O)(c1cccc(C(F)(F)F)c1)c1ccc(O)cn1	-0.2	-0.3	-1.8	-0.3	1.4	-1.3	-0.2	0.8	4.7	-0.5
N/C(=N/OS(=O)(=O)c1ccc([N+](=O)[O-])cc1)c1ccncc1	4.4	1.2	4.5	-5.8	-5.8	6.3	7.1	2.4	-9.8	-5.6
Cc1ccc(NC(=O)c2cccc3cccnc23)cc1	3.8	2.5	4.2	-7.5	-9.5	-24.4	-3.9	3.1	3.2	-9.9
O=C(NCc1ccccn1)Nc1ccccc1C(F)(F)F	-2.1	-1.0	0.4	0.2	2.2	-2.7	1.2	3.7	5.8	-3.7
CS(=O)(=O)N1N=C(c2cccs2)CC1c1ccccc1O (stereo not given)	-0.7	-1.1	-0.1	-0.2	1.9	4.3	0.1	-0.6	-0.8	-4.0
CN(CC(=O)Nc1ccc(F)cc1)C(=O)Cn1nnc(-c2ccccc2)n1	-2.8	0.3	0.7	12.0	-2.6	5.0	-3.0	5.1	7.5	2.7
O=C(NC1CCN(S(=O)(=O)c2ccccc2)CC1)c1ccc(F)cc1	-3.7	-1.7	-5.1	7.4	-2.1	1.4	0.5	0.3	-4.4	-1.8
COc1ccc(NC(=O)c2ccc(-c3ccc(C)c4ccccc34)o2)cc1	2.9	-0.6	-3.7	-4.7	-13.3	-31.6	0.6	-1.2	-1.5	3.1
COc1ccc(C(=O)N/C(=C\c2cn(C)c3ccccc23)C(=O)NCCCN2CCOCC2)cc1	-3.1	-2.2	0.4	9.4	2.5	-1.9	-2.8	0.2	-1.4	9.1
COc1ccc(CC(=O)Nc2cc(S(=O)(=O)N3CCCCC3)ccc2N2CCN(C)CC2)cc1	-2.4	-0.8	-0.9	0.3	3.0	9.6	2.8	3.4	-9.8	-1.4
CCOc1cccc(CNCCO)c1OCc1ccc(Cl)cc1Cl	-2.6	-1.4	1.1	-11.2	4.5	-2.8	-1.3	-4.1	-5.6	-1.1
CCCN(C(=O)COC(=O)Cn1c(=O)oc2ccccc21)c1c(N)n(Cc2ccccc2)c(=O)[nH]c1=O	0.0	-1.1	2.8	20.5	-2.1	-2.6	-0.4	-1.5	7.0	7.2
CN1CCN(NC(=O)c2ccc(Cl)c([N+](=O)[O-])c2)CC1	-0.7	-3.1	1.4	0.8	1.6	2.9	-0.9	-3.1	0.3	2.0
Cc1ccc(C(=O)OCC(=O)NCC(F)(F)F)cc1C	-3.4	-0.5	1.8	-0.4	4.3	4.4	1.1	-1.8	-2.0	12.4
COc1cc(OC)cc(OC)c1	1.4	0.3	-6.2	-1.8	3.0	/	2.6	5.0	-2.7	-7.7
CC(=O)NC(=S)Nc1ccccc1F	-2.2	1.3	4.4	8.4	1.0	6.3	19.4	9.4	7.4	4.6
Cc1ccc(C)c(S(=O)(=O)Nc2ccc(C(N)=O)cc2)c1	0.0	-1.4	0.3	-8.0	-1.2	4.1	-2.2	2.0	-0.3	-1.8
Cc1nnc(NC(=O)CCSc2ccc(Cl)cc2)s1	-0.2	-0.2	-1.9	10.8	-5.0	3.5	-0.7	4.0	1.9	3.9
O=C(COC(=O)/C=C/c1cccc([N+](=O)[O-])c1)NCc1ccco1	13.1	-0.9	-4.5	-7.8	-7.1	0.0	4.4	-2.7	0.6	-11.3

Arranged by value in DDE Tn7 FP inh (highest first): six of the compounds above.
| canonical_smiles | DDE Tn7 FP inh |
| --- | --- |
| Cc1nnc(NC(=O)CCSc2ccc(Cl)cc2)s1 | 4.0 |
| O=C(NCc1ccccn1)Nc1ccccc1C(F)(F)F | 3.7 |
| O=c1oc2cc(O)c(Cl)cc2c2ccccc12 | 2.5 |
| O=C(c1cccc(F)c1)N1CCN(C(=O)C(c2ccccc2)c2ccccc2)CC1 | -0.1 |
| CCOc1cccc(CNCCO)c1OCc1ccc(Cl)cc1Cl | -4.1 |
| C=CCOc1c(Cl)cc(/C=N/O)cc1OC | -7.1 |
